CAL PDZ FP-1 – CAL PDZ (human) peptide binding inhibition; AID 602252; purified CAL PDZ, TMR-peptide fluorescence polarization, 1 h; 300,000 compounds, 0.92% hits; Q9HD26; inhibition, % at 24.9 µM;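 active = mean inhibition of at least 30% with at least half of replicates also reaching 30%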;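 also: 0% = DMSO neutral control and 100% = excess unlabeled competitor peptide PRC23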
V-ATPase pH – regulators of yeast V-ATPase proton transport; response, % at 10 µM; S. cerevisiae, pHLuorin cytosolic pH fluorescence; 350,000 compounds, 0.37% hits; in the data active = response mostly above about 7.3%, no sharp cut-off; inactive = mostly below about 5.4%; also: actives read high; inactives centre near 0; some compounds called inactive have numbers as strong as hits
Wnt bcat act – activates Wnt/beta-catenin signaling in a reporter cell assay; activator, plate reader; activation, % at 9.35 µM; 300,000 compounds, 1.2% hits; in the data active = activation above about 30%, passing the limit was not always enough;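 also: 0% = neutral control wells and 100% = positive control wells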
dFosB activator – enhances mouse delta FosB homodimer DNA binding; purified delta FosB, TAMRA-CDK5 oligo fluorescence polarization; percent of positive-control signal above neutral wells; activation, % at 25 µM; 340,000 compounds, 0.99% hits;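 active = mean activation above about 17%, with every replicate also reaching it, limit read from the data, passing the limit was not always enough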;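 also: fluorescence polarization rise as delta FosB binds a TAMRA Cdk5 AP-1 oligo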
Target sequence (P13346 whole entry, looked up): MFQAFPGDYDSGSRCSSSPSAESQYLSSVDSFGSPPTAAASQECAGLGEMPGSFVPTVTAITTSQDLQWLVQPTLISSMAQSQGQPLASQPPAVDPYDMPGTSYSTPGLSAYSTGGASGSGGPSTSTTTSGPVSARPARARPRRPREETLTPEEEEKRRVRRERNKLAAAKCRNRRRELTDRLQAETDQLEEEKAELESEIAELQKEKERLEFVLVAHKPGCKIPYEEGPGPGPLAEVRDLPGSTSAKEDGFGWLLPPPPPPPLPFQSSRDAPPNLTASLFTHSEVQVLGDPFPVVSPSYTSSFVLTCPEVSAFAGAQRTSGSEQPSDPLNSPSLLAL
cardiac RTF act – cardiac RTF calcium sensitization; IANBD-labeled TnC RTF fluorescence at EC20 calcium; 0% EC20 calcium, 100% full calcium; activation, % at 7.2 µM; P19429+P45379; 340,000 compounds, 0.24% hits;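 active = activation above the mean over all tested compounds plus 3 SD, cut at about 30% in these data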;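 also: rise in fluorescence read as greater calcium sensitivity of cardiac thin filaments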
CAL PDZ FP-2 – blocks peptide binding to human CAL PDZ domain; Q9HD26; purified CAL PDZ, TMR-peptide fluorescence polarization, 1 h; inhibition, % at 20 µM; AID 504414; 330,000 compounds, 0.02% hits;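 active = highest replicate inhibition of at least 40%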;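 also: plate controls were DMSO neutral control wells for no effect and unlabeled competitor peptide control wells for full effect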
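Test system: purified CerCALP PDZ construct; Compound dosing: one concentration, 20 µM compound; Also added: TMR-labelled reporter peptide T*-PRC34 bound in PDZ groove; Read-out: inhibition from polarization loss; Controls: unlabelled peptide and DMSO controls; Signal: FP readout, S and P plane fluorescence; Incubation: 1 h at RT.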
Tat transport – E. coli Tat transport inhibition. E. coli MC4100 TorA-mCherry Tat export, fluorescence. inhibition, % at 10 µM. 340,000 compounds, 0.036% hits;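 active = mean replicate inhibition at least 50% and at least half of replicates individually reaching 50%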;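 also: exported cargo escapes ClpAP degradation while cytoplasmic cargo is degraded and loses fluorescence; 0% = median of neutral control wells and 100% = median of NaSCN control wells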
MITF TRPM1 HTS – increases MITF-driven TRPM1 promoter luciferase signal; AID 588334; SK-MEL-5 TRPM1-promoter luciferase, 24 h; % of positive control, neutral wells = 0; activation, % at 12.5 µM; 300,000 compounds, 0.75% hits;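 active = mean activation of at least 80% with every replicate also reaching 80%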;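 also: 0% = neutral control wells and 100% = parthenolide positive control wells; values of inactives mirror those of a sister screen read the other way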
Rtt109 Vps75 – inhibitors of Candida albicans Rtt109/Vps75 histone acetyltransferase; 330,000 compounds, 0.16% hits; inhibition, % at 34.9 µM; AID 540336; Q5AAJ8; purified Rtt109/Vps75, ThioGlo CoA-SH fluorescence, 4 h;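 active = inhibition of at least 50% in every replicate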
CDK5 p35 inh – inhibitors of human CDK5/p35 kinase | Q00535+Q15078 | Recombinant CDK5/p35, ADP-Glo luminescence, 60 min | inhibition, % at 10 µM | 330,000 compounds, 0.01% hits | AID 488839;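 active = highest replicate inhibition of at least 50% and at least 75% of replicates reaching 50%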;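 also: plate controls were DMSO neutral control for no effect and GW8510 at 10 µM for full effect; many of its hits are not listed in these tables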
Target sequence (Q00535 whole entry, looked up): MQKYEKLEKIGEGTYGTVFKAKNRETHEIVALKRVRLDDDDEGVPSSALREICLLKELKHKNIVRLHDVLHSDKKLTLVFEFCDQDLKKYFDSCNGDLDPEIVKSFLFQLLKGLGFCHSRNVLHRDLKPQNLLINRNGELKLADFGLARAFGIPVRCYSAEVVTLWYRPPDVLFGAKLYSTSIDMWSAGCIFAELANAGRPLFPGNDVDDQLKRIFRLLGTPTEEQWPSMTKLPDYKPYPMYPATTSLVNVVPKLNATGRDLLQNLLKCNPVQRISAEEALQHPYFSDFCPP
Target sequence (Q15078 whole entry, looked up): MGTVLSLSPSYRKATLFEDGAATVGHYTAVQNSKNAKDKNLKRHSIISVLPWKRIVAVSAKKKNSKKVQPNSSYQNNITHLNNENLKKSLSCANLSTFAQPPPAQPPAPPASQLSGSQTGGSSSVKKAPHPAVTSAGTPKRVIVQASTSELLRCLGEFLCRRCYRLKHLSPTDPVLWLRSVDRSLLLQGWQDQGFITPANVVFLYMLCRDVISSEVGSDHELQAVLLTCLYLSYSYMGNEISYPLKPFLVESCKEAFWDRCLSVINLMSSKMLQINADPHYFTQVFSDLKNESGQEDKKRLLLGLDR
Numbers without * were called inactive.

Screening CC(C)c1ccc(/C=C2\SC(=S)N(CCC(=O)N3CCCCC3CCO)C2=O)cc1 (configuration not stated) returned CAL PDZ FP-1 -7, V-ATPase pH -4, Wnt bcat act 2, dFosB activator -24, cardiac RTF act -1, CAL PDZ FP-2 -0.4, Tat transport 7, MITF TRPM1 HTS -77, Rtt109 Vps75 5 and CDK5 p35 inh 0.1.
`COc1ccccc1/C=C1/SC(=S)N(CCC(=O)Nc2cccnc2)C1=O` gave CAL PDZ FP-1 -2, V-ATPase pH 0, Wnt bcat act -1, dFosB activator 0, cardiac RTF act 2, CAL PDZ FP-2 -1.8, Tat transport 0, MITF TRPM1 HTS 8, Rtt109 Vps75 -9 and CDK5 p35 inh 2.6.
O=C1CN(C(=O)CSc2nnnn2C2CC2)c2ccccc2N1 was read as CAL PDZ FP-1 -5, V-ATPase pH 0, Wnt bcat act -1, dFosB activator 1, cardiac RTF act 0, CAL PDZ FP-2 0.3, Tat transport -1, MITF TRPM1 HTS -1, Rtt109 Vps75 -4 and CDK5 p35 inh 0.2.
CCC(C)NC(=O)CNC(=O)c1nn(-c2ccc(OC)cc2OC)c(=O)c2ccccc12 (configuration not stated) was read as CAL PDZ FP-1 1, V-ATPase pH 9, Wnt bcat act 1, dFosB activator -8, cardiac RTF act 0, CAL PDZ FP-2 -1.7, Tat transport -7, MITF TRPM1 HTS -1, Rtt109 Vps75 -6 and CDK5 p35 inh 2.2.
Screening COc1ccccc1OCCNC(=O)C1CC(=O)N(c2ccc3c(c2)OCCO3)C1 (configuration not stated) returned CAL PDZ FP-1 -1, V-ATPase pH -2, Wnt bcat act -3, dFosB activator -4, cardiac RTF act 2, CAL PDZ FP-2 -1.4, Tat transport 9, MITF TRPM1 HTS 4, Rtt109 Vps75 -6 and CDK5 p35 inh 0.9.
Screening COC(C(=O)Nc1ccnn1C1CCN(Cc2nccs2)CC1)c1ccccc1 (configuration not stated) returned CAL PDZ FP-1 -2, V-ATPase pH 7, Wnt bcat act 2, dFosB activator -8, cardiac RTF act -3, CAL PDZ FP-2 -2.7, Tat transport 5, MITF TRPM1 HTS -6, Rtt109 Vps75 0 and CDK5 p35 inh -2.2.
For COc1ccccc1/C=N/n1c(C)nnc1-n1nc(C)cc1C the results were CAL PDZ FP-1 -3, V-ATPase pH 7, dFosB activator 1, cardiac RTF act -2, CAL PDZ FP-2 -2.3, Tat transport -1, MITF TRPM1 HTS 4, Rtt109 Vps75 3 and CDK5 p35 inh 3.0.
Screening CC(Oc1cccc(Cl)c1)C(=O)Nc1ccncc1 (configuration not stated) returned CAL PDZ FP-1 -3, V-ATPase pH -4, dFosB activator 11, cardiac RTF act 2, CAL PDZ FP-2 -1.8, Tat transport 3, MITF TRPM1 HTS -6, Rtt109 Vps75 -2 and CDK5 p35 inh 0.2.
CC(=O)NC(CC(=O)NC1CCCCC1)c1ccccc1 (configuration not stated) was read as CAL PDZ FP-1 -2, V-ATPase pH 1, Wnt bcat act 1, dFosB activator 4, cardiac RTF act 0, CAL PDZ FP-2 0.1, Tat transport -7, MITF TRPM1 HTS 6, Rtt109 Vps75 -15 and CDK5 p35 inh 0.9.
Cc1ccc(C)c(NC(=S)NNC(=O)c2ccco2)c1 was read as CAL PDZ FP-1 0, V-ATPase pH 2, dFosB activator 1, cardiac RTF act -4, CAL PDZ FP-2 -0.4, Tat transport -6, MITF TRPM1 HTS -14, Rtt109 Vps75 -2 and CDK5 p35 inh 0.0.
For CCOC(=O)C1(Cc2ccccc2C(F)(F)F)CCN(C2CCSC2)CC1 (configuration not stated) the results were CAL PDZ FP-1 1, V-ATPase pH 1, Wnt bcat act -2, dFosB activator -3, cardiac RTF act -4, CAL PDZ FP-2 0.1, Tat transport -5, MITF TRPM1 HTS 5, Rtt109 Vps75 0 and CDK5 p35 inh 0.2.
Screening Cc1cc2ncn(CC3CC3(Cl)Cl)c2cc1C (configuration not stated) returned CAL PDZ FP-1 10, V-ATPase pH -2, Wnt bcat act 2, dFosB activator -2, cardiac RTF act -2, CAL PDZ FP-2 -0.4, Tat transport -7, MITF TRPM1 HTS 15 and CDK5 p35 inh 0.2.
CCN(Cc1ccncc1)C(=O)CCc1nnc(CCC2CCCCC2)o1 was read as CAL PDZ FP-1 0, V-ATPase pH 2, Wnt bcat act 7, dFosB activator 2, cardiac RTF act 4, CAL PDZ FP-2 -2.9, Tat transport -3, MITF TRPM1 HTS 17, Rtt109 Vps75 -2 and CDK5 p35 inh -0.4.
Screening O=C(CSc1nccc(=O)[nH]1)Nc1cccc2ccccc12 returned CAL PDZ FP-1 -5, V-ATPase pH 3, Wnt bcat act -2, dFosB activator 3, cardiac RTF act 3, CAL PDZ FP-2 -1.3, Tat transport -12, Rtt109 Vps75 3 and CDK5 p35 inh -0.2.
CCOc1ccc(OCC(=O)Nc2ccc(S(=O)(=O)Nc3cc(C)nc(C)n3)cc2)cc1 was read as CAL PDZ FP-1 -2, V-ATPase pH 4, Wnt bcat act 1, dFosB activator 4, cardiac RTF act -4, CAL PDZ FP-2 -0.2, Tat transport 12, MITF TRPM1 HTS -1, Rtt109 Vps75 -1 and CDK5 p35 inh -0.1.
Cc1ccc(NS(=O)(=O)c2c(C(=O)N3CCOCC3)c(C)n(C)c2C)cc1C was read as CAL PDZ FP-1 -4, V-ATPase pH -4, Wnt bcat act -1, dFosB activator 1, cardiac RTF act -1, CAL PDZ FP-2 -2.3, Tat transport -2, MITF TRPM1 HTS 5, Rtt109 Vps75 -1 and CDK5 p35 inh 0.0.
Screening O=c1c2cc(Br)ccc2nc(-c2ccc(Cl)cc2)n1O returned CAL PDZ FP-1 0, V-ATPase pH -1, Wnt bcat act 1, dFosB activator -14, cardiac RTF act -6, CAL PDZ FP-2 -0.4, Tat transport -5, MITF TRPM1 HTS -16, Rtt109 Vps75 0 and CDK5 p35 inh 1.0.
Screening Cc1ccc(C(=O)c2coc3cc([N+](=O)[O-])c(O)c([N+](=O)[O-])c23)cc1 returned CAL PDZ FP-1 0, V-ATPase pH -4, Wnt bcat act -1, dFosB activator -8, cardiac RTF act 3, CAL PDZ FP-2 -1.3, Tat transport -12, MITF TRPM1 HTS -16, Rtt109 Vps75 18 and CDK5 p35 inh 0.5.
For COc1ccccc1NS(=O)(=O)c1cc(C(=O)N2CCCCCC2)ccc1C the results were V-ATPase pH 2, Wnt bcat act -1, dFosB activator -5, cardiac RTF act -4, CAL PDZ FP-2 -1.3, Tat transport -1, MITF TRPM1 HTS 15, Rtt109 Vps75 7 and CDK5 p35 inh -0.5.
C=CCN1C(=O)C(CC(=O)O)SC1=Nc1cccc([N+](=O)[O-])c1 (configuration not stated) was read as CAL PDZ FP-1 -1, V-ATPase pH 5, Wnt bcat act 1, dFosB activator -1, cardiac RTF act 3, CAL PDZ FP-2 0.7, Tat transport 10, MITF TRPM1 HTS 15, Rtt109 Vps75 -12 and CDK5 p35 inh 3.1.
`CC(=O)c1cccc(NC(=O)CN(c2cccc(F)c2)S(C)(=O)=O)c1` gave CAL PDZ FP-1 -2, V-ATPase pH -4, dFosB activator 5, cardiac RTF act -3, CAL PDZ FP-2 -1.1, Tat transport 8, MITF TRPM1 HTS -18, Rtt109 Vps75 2 and CDK5 p35 inh -3.6.
Screening Cc1cccc(C(=O)NCc2nnc(SC(C)C(=O)Nc3nnc(C)s3)n2C)c1 (configuration not stated) returned V-ATPase pH -2, Wnt bcat act -1, dFosB activator -9, cardiac RTF act -2, CAL PDZ FP-2 -2.3, Tat transport -7, MITF TRPM1 HTS 5, Rtt109 Vps75 7 and CDK5 p35 inh 1.1.
`Cc1cc(C)n(-c2c(C)[nH]c3ccccc23)n1` gave CAL PDZ FP-1 -1, V-ATPase pH -2, Wnt bcat act 0, dFosB activator -7, cardiac RTF act 11, CAL PDZ FP-2 0.0, Tat transport 0, MITF TRPM1 HTS 5, Rtt109 Vps75 -1 and CDK5 p35 inh -0.4.
For CCCc1nnc2n1N=C(c1ccc([N+](=O)[O-])cc1)CS2 the results were CAL PDZ FP-1 -6, V-ATPase pH 0, Wnt bcat act -1, dFosB activator -6, cardiac RTF act 3, CAL PDZ FP-2 1.7, Tat transport -2, MITF TRPM1 HTS -11, Rtt109 Vps75 12 and CDK5 p35 inh 0.3.
For Cc1ccc(C)c(OCC(=O)N(C)CC(=O)Nc2ccc(Cl)c(C(F)(F)F)c2)c1 the results were V-ATPase pH 4, Wnt bcat act -3, dFosB activator -2, cardiac RTF act 1, CAL PDZ FP-2 -1.8, Tat transport 6, MITF TRPM1 HTS 5, Rtt109 Vps75 10 and CDK5 p35 inh 2.7.
Screening C/C(=N\NC(N)=O)c1ccc(Cl)cc1 returned CAL PDZ FP-1 -3, V-ATPase pH 3, dFosB activator -2, cardiac RTF act 9, CAL PDZ FP-2 -2.4, Tat transport 16, MITF TRPM1 HTS -9, Rtt109 Vps75 5 and CDK5 p35 inh -5.5.
For CCN=C1SC(CC(=O)NCCc2ccc(OC)c(OC)c2)C(=O)N1CC (configuration not stated) the results were CAL PDZ FP-1 -4, V-ATPase pH -1, Wnt bcat act -8, dFosB activator 2, cardiac RTF act -2, CAL PDZ FP-2 -0.7, Tat transport 1, MITF TRPM1 HTS -6, Rtt109 Vps75 -4 and CDK5 p35 inh 2.2.
For O=C1C(Cl)=C(NC(=O)c2ccccc2)C(=O)C(Cl)=C1NC(=O)c1ccccc1 the results were CAL PDZ FP-1 0, V-ATPase pH -2, Wnt bcat act 0, dFosB activator -15, cardiac RTF act -3, CAL PDZ FP-2 -1.2, Tat transport -4, MITF TRPM1 HTS -48, Rtt109 Vps75 3 and CDK5 p35 inh 0.0.
CCCNC(=O)COc1coc(CN2CCN(c3ccccc3OC)CC2)cc1=O was read as CAL PDZ FP-1 0, V-ATPase pH 3, Wnt bcat act -3, dFosB activator 0, cardiac RTF act -8, CAL PDZ FP-2 -1.9, Tat transport 0, MITF TRPM1 HTS 4, Rtt109 Vps75 29 and CDK5 p35 inh -0.4.
COc1cc2c(cc1NC(=O)c1cccc(Br)c1)CCCC2 was read as CAL PDZ FP-1 -5, V-ATPase pH 0, dFosB activator -4, cardiac RTF act -2, CAL PDZ FP-2 -1.4, Tat transport 1, MITF TRPM1 HTS -9, Rtt109 Vps75 0 and CDK5 p35 inh 0.5.
`O=S(=O)(c1cccc(-c2nnc(SCc3ccc(Cl)cc3)o2)c1)N1CCCCC1` gave CAL PDZ FP-1 -1, V-ATPase pH 1, dFosB activator 1, cardiac RTF act 5, CAL PDZ FP-2 0.1, Tat transport 1, MITF TRPM1 HTS -9, Rtt109 Vps75 8 and CDK5 p35 inh 0.6.
Screening CC(NC(=S)Nc1ccc(F)cc1)c1ccccc1 (configuration not stated) returned CAL PDZ FP-1 -3, V-ATPase pH 0, Wnt bcat act -3, dFosB activator -5, cardiac RTF act -3, Tat transport -2, MITF TRPM1 HTS -22, Rtt109 Vps75 -7 and CDK5 p35 inh 0.5.

Source: PubChem BioAssay

Hits appear at their usual frequency. About 4.1% of those tested had a hit in this group.
